Compound activity: PubChem, National Center for Advancing Translational Sciences (NCATS)
LmPK inh: LmPK (Leishmania mexicana) enzyme inhibition. AID 1721. purified LmPK, Kinase-Glo ATP luminescence, 1 h. Potency, µM (doses to about 57.5 µM), inactives show top-dose activity change, negative = inhibition, actives largely listed as inhibitors. 0.37% of 290,000 active. Q27686; note: potency is the fitted concentration of half-maximal effect
Target sequence (Q27686 whole entry, looked up): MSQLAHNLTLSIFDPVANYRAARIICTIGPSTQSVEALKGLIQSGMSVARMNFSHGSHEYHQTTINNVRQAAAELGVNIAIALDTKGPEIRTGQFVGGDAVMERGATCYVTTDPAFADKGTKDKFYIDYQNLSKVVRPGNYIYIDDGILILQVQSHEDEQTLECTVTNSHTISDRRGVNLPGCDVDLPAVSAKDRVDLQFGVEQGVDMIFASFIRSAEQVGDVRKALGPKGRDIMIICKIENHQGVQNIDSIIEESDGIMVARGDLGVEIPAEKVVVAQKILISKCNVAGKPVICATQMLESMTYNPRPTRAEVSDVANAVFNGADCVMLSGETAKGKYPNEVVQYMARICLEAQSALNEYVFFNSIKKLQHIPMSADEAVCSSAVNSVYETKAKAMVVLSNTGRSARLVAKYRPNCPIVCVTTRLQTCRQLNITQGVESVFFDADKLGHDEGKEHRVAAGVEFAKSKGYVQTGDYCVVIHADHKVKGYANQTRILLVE
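ATP generated from ADP (0.1 mM) and PEP (0.5 mM) by 0.1 nM LmPK over 1 h at room temperature (pH 7.2 imidazole buffer) was detected by coupled luciferase luminescence. Values were normalized to uninhibited and no-enzyme wells.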
AmpC inh detg: blocks E. coli AmpC beta-lactamase in detergent assay. 0.041% of 370,000 active. AID 485294. Potency, µM (series often up to 114 µM), without a hit: at the top dose activity change, negative = inhibition, actives largely listed as inhibitors. AmpC hydrolysis of nitrocefin, absorbance 480 nm, 0.01% Triton;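 note: potency is the fitted concentration of half-maximal effect; 0% = no-compound wells and -100% = no-enzyme wells; nearly all actives have a fitted effect of over 25% in size; some results filed as inactive show a strong effect at the top dose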
Target sequence (P00811 whole entry, looked up): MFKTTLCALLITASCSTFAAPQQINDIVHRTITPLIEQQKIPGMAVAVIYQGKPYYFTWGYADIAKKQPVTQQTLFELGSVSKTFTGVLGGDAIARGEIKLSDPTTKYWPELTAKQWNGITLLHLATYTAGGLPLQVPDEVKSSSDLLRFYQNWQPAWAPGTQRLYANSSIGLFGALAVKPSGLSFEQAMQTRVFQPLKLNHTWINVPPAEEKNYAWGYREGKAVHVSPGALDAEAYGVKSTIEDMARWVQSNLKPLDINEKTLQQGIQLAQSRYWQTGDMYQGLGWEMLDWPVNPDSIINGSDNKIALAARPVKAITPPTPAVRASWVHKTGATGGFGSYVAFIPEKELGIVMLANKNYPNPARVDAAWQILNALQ
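AmpC (5.3 nM in the dispensed reagent) in 20 mM phosphate pH 7.0 with 0.01% (detergent screen) or 0.0001% Triton X-100 was preincubated with compounds for 15 min at room temperature. Nitrocefin was then added from an 800 uM solution, and hydrolysis was followed at 480 nm.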
TbPYK inhibitor: blocks Trypanosoma brucei pyruvate kinase. Potency, µM (highest dose often 76.8 µM), without a hit: at the highest dose activity, negative = inhibition, actives largely listed as inhibitors. 0.12% of 410,000 active. TbPYK enzyme, Kinase-Glo Plus ATP luminescence, 45 min; note: potency is the fitted concentration of half-maximal effect; nearly all actives have a fitted effect of over 50% in size
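Luminescence from Kinase-Glo Plus, added after a 45-minute room-temperature reaction, served as the end-point read-out. The enzyme and substrate were preincubated with compound before ADP (130 uM final) initiated turnover. Concentration-effect curves came from normalized qHTS data.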
AMA1-RON2 inh: inhibitors of Plasmodium falciparum AMA1-RON2 interaction; 0.2% of 360,000 active; AID 720542; AlphaScreen AMA1-biotinylated RON2 peptide binding; Potency, µM (titrated, usually from 58.2 µM), for the others: at the highest dose activity change, negative = inhibition, actives largely listed as inhibitors;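 note: potency is the fitted concentration of half-maximal effect; 0% = vehicle wells and -100% = peptide control; nearly all actives have a fitted effect of over 45% in size; some results filed as inactive show a strong effect at the top dose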
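AMA1 (3D7) with his tag at 25 nM final met compounds first, then biotinylated RON2 peptide at 25 nM; detection used donor plus acceptor beads, 10 µg/mL apiece, read by AlphaScreen after 30 min at room temperature.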
HCMV antiviral: blocks human cytomegalovirus replication | HFF cells, HCMV-luciferase reporter, 72 h; stronger effect = lower value | 4.5% of 410,000 active | activity change, negative = inhibition, % at 57.5 µM; in the data active = activity change below about -60%; inconclusive = no clear call, values can overlap the other calls; inactive = above about -39%
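Compounds were evaluated in HFFs infected with an HCMV luciferase reporter virus (MOI 1 PFU/cell). Luciferase in lysates collected 72 h post infection served as the replication measure.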
AmpC no deterg: inhibitors of E. coli AmpC beta-lactamase without detergent; AmpC nitrocefin hydrolysis, absorbance 480 nm, 0.0001% Triton; Potency, µM (titrated, usually from 57.1 µM), for the others: at the top dose activity change, negative = inhibition, most hits filed as inhibitors; 0.52% of 330,000 active;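 note: potency is the fitted concentration of half-maximal effect; plate controls were no compound for no effect and no enzyme for full effect; nearly all actives have a fitted effect of over 20% in size; some results filed as inactive show a strong effect at the top dose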
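AmpC (5.3 nM in the dispensed reagent) in 20 mM phosphate pH 7.0 with 0.01% (detergent screen) or 0.0001% Triton X-100 was preincubated with compounds for 15 min at room temperature. Nitrocefin was then added from an 800 uM solution, and hydrolysis was followed at 480 nm.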
Sm TGR inh: inhibitors of Schistosoma mansoni thioredoxin glutathione reductase. Q962Y6. purified TGR, DTNB reduction, TNB absorbance 405 nm. Potency, µM (top dose mostly 114 µM), for the others: at the highest dose activity change, negative = inhibition, usual class: inhibitors. 3% of 360,000 active; note: potency is the fitted concentration of half-maximal effect; nearly all actives have a fitted effect of over 60% in size
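First, TGR (20 nM dispensed) and NADPH were mixed with compound. Second, a 15 min room-temperature incubation followed. Third, further NADPH and then DTNB were added to start the reaction. Finally, TNB absorbance was monitored kinetically.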
* hit, by the source's call; ? = inconclusive; · = no result given; [ ] = dose if it differs, or a comment. Unless noted, calls come from the whole dose curve; as a rule, active = well fitted curve in the direction sought with a large enough effect; inconclusive = small, poorly fitted or top-dose-only effect, or another doubt; inactive = no such curve, though single readings can be large; an effect the other way counts as inactive or inconclusive. Unless noted, % is set by controls: 0 for no effect and ±100 for the full control effect.

compound	LmPK inh	AmpC inh detg	TbPYK inhibitor	AMA1-RON2 inh	HCMV antiviral	AmpC no deterg	Sm TGR inh
COc1ccc(Oc2nc3c(c(=O)n(C)c(=O)n3C)n2Cc2ccccc2Cl)cc1	·	25%	-1%	·	-1	·	0%
Cc1cc(C)nc(SCC(=O)Nc2ccc(S(=O)(=O)NC(C)(C)C)cc2)n1	5%	-2%	-7%	3%	?	-6%	-7%
Cc1ccccc1CNC(=O)c1cccc(NC(=O)N2CCSc3ncccc32)c1	·	-10%	-11%[15.4 µM]	·	0	·	-7%
O=S(=O)(NCc1cccnc1)c1ccc(Cl)nc1	-7%	?	1%	38%[activator]	-5	-27%	2%
COc1cc(Nc2ncnc(N)n2)cc(OC)c1OC	0%	-3%	4%	-3%	28	-22%	2%
CCN(CC(=O)Nc1ccc(NC(C)=O)cc1)C(=O)c1ccc(COc2ccc(C(C)(C)C)cc2)cc1	·	·	-2%	-9%	-62*	·	·
CC1CCN(C(=O)Cn2cc(SCC(=O)NCc3ccccc3)c3ccccc32)CC1	·	3%	-6%	·	-85*	·	-3%
O=C(Cc1ccc(NS(=O)(=O)c2ccc(Cl)c(Cl)c2)cc1)NCCN1CCOCC1	·	0%	-1%	19%	-11	25%	-7%
CCC1Oc2ccc(C)cc2N(CC(=O)NCCCN2CCN(Cc3ccccc3)CC2)C1=O (stereo not given)	2%	-9%	0%	-6%	-16	145%[activator]	4%
CC12CCC(C(=O)N(NC(=O)c3ccccc3Cl)C1=O)C2(C)C (stereo not given)	-2%	1%	-2%	12%	-14	-18%	-21%
COc1ccccc1C1SCCN1S(=O)(=O)c1cccc(C(F)(F)F)c1 (stereo not given)	-2%	-10%	0%	12%	?	-16%	0%
COc1ccc(CNC(=O)Cn2nc(N3CCN(c4ccccc4)CC3)ccc2=O)c(OC)c1	·	3%	6%	·	-31	·	3%
C#CCn1c2ccccc2c(=O)n1C(C)CBr (stereo not given)	·	·	8%	6%	3	·	·
CC(=O)c1sc2c(c1N)c(=O)[nH]c(=O)n2-c1ccccc1	2%	0%	0%	-1%	-21	-3%	-5%
Cc1cc(Cl)ccc1NC(=S)NCc1ccc(Cl)cc1	0%	-9%	3%	28%	35	-34%	2%
O=C(CC(c1ccccc1)c1ccccc1)Nc1ccc(C(=O)O)cc1	5%	-1%	-19%	-11%	-19	-18%	-2%
Cc1nnc(NC(=O)c2ccc(F)c(S(=O)(=O)N3CCCCC3)c2)s1	4%	-11%	5%	1%	3	-7%	4%
COC(=O)CCC(=O)NNC(=O)CCC(=O)Nc1cccc(Cl)c1C	5%	-10%	-3%	82%[activator]	20	-3%[11.4 µM]	-5%
C/C(=N\Nc1cc(Cl)nc(C)n1)c1ccc(Cl)c(Cl)c1	10%	10%	2%	-8%	-28	-9%	1%
Oc1ccc(Cl)cc1Nc1nc2ccccc2n2cnnc12	·	15%	-5%	·	11	·	4%
CCCC(=O)N(Cc1cc2cc(C)ccc2[nH]c1=O)c1ccccc1OC	0%	-5%	-6%	-3%	-37	-47%	17%
CC(C)SCC(=O)Nc1ncc2c(n1)-c1ccccc1CC2	2%	-10%	-20%	-28%	-64*	-14%	-7%
CCOC(=O)c1c(NC(=O)c2cc(-c3ccc(Cl)s3)nc3ccccc23)sc(C(N)=O)c1C	3%	?	-3%	-21%	-25	-18%	-4%
COc1ccc(/C=N/NC(=O)c2ccn[nH]2)cc1Cn1nc(C)c([N+](=O)[O-])c1C	-3%	2%	-10%	80%[activator]	-14	-23%	-7%
Cc1cccc(C)c1NC(=O)CN1CCN(CC(=O)c2cc(C)n(C3CC3)c2C)CC1	·	-12%	-9%	-7%	-26	69%[activator]	-33%
CC(=O)Nc1ccc(S(=O)(=O)N2CCN(S(=O)(=O)N3CCCCCC3)CC2)cc1	3%	2%	-3%	-10%	25	3%	1%
COC(=O)C(CCCCNC(=O)OCc1ccccc1)NC(=O)CN (stereo not given)	-10%	-4%	-6%	10%	-8	-4%	79µM*
COc1ccc(C(=O)COC(=O)CCN=C2NS(=O)(=O)c3ccccc32)cc1OC	3%	?	7%	-3%	43	-30%	-4%
Cc1cccn2c(=O)c(/C=C(\C#N)c3nc4ccccc4n3C)c(Oc3ccc(Cl)cc3)nc12	·	19%	1%	·	-2	·	0%
Cc1ccc(OCCN(C)C(=O)C2CCC(=O)N(CC3CCCCC3)C2)cc1 (stereo not given)	0%	-8%	2%	-1%	-23	172%[activator]	-8%
COc1ccc(NC(=O)c2ccc3c(=O)n(Cc4ccco4)c(=S)[nH]c3c2)c(OC)c1	0%	-5%	-4%	-15%	-15	-27%	-32%
CCOc1ccc(-n2c(C)cc(/C=N\NC(=O)CC(=O)NC3CCCCC3)c2C)cc1	-2%	-8%	-13%	27%	-81*	33%	-15%
CC1CCCN(c2nc3c(c(=O)n(C)c(=O)n3C)n2CCSc2nc3ccccc3o2)C1 (stereo not given)	9%	9%	-20%	-2%	8	-19%	3%
CCOC(=O)c1sc(NC(=O)c2nc3nc(C)cc(C(F)F)n3n2)c(C(=O)OC)c1C	·	22%	7%	·	9	·	-2%
CN(C(=O)C1CC1)C1CCS(=O)(=O)C1 (stereo not given)	·	?	1%	2%	-20	-15%	-8%
COc1ccc(C(=O)n2nc(-c3ccco3)nc2N)cc1OC	-8%	2%	-8%	-9%	?	-19%	?
Cc1nc2cc(NC(=O)C3COc4ccccc4O3)ccc2s1 (stereo not given)	-3%	0%	-3%	-3%	32	-12%	9%
CCOC1=C2CN(S(=O)(=O)c3ccc(C)cc3)[C@H](c3cccc4ccccc34)C[C@H]2[C@H]2C(=O)N(c3ccccc3)C(=O)[C@H]2C1	·	·	-1%	13%	5	·	·
O=C(c1ccco1)N1CCN(C(=O)C2CCCN(S(=O)(=O)Cc3ccccc3)C2)CC1 (stereo not given)	1%	-8%	-12%	-11%	11	-7%	36%[activator]
Cc1cc(/C=C2\NC(=S)NC2=O)c(C)n1-c1cccnc1	-9%	7%	-9%	-20%	62	-17%	-10%
CC1(C)OC(=O)C(=CSc2ccc(C(C)(C)C)cc2)C(=O)O1	4%	-9%	3%	-7%	-4	-23%	-8%
COc1ccc(C2=NOC(Cn3nc(C(=O)NCc4ccco4)cc3-c3ccccc3)C2)cc1 (stereo not given)	·	-5%	-4%	-19%	-17	-31%	?
O=C(NCc1ccc2c(c1)OCO2)c1ccc2c(c1)N(Cc1ccc(F)cc1)C(=O)c1ccccc1S2=O (stereo not given)	·	2%	-1%	·	6	·	-1%
CSc1ccccc1NC(=O)CN1CCCCC1C (stereo not given)	1%	-4%	7%	16%	67	-14%	-6%
Cc1ccc2oc(C(=O)Nc3c(C(=O)c4ccc(C)c(F)c4)oc4ccccc34)cc(=O)c2c1	·	2%	-1%	·	2	·	3%
COc1cc2c(=O)c(C(=O)c3ccc(F)cc3)cn(Cc3cccc(F)c3)c2cc1OC	·	-2%	-8%	·	-11	·	4%
NC1=NC[C@@H](Cc2ccc(O)cc2)N1CC1CCCCC1	-3%	7%	-4%	-15%	-3	-34%	?
CCOc1ccc(CNC(=O)Cn2c(=O)c3cccn3c3cccnc32)cc1	·	14%	0%	·	-24	·	-2%
CCOCCCNC(=O)c1c(NC(=O)c2nc(SC)ncc2Cl)sc2c1CCCC2	·	12%	11%	·	47	·	4%
CCc1ccc(NC(=O)CN2C(=O)C(c3ccccc3)=NC23CCCCCC3)cc1	·	-2%	-4%	·	16	·	-2%

Next part; the last two above are carried over.
compound	LmPK inh	AmpC inh detg	TbPYK inhibitor	AMA1-RON2 inh	HCMV antiviral	AmpC no deterg	Sm TGR inh
CCOCCCNC(=O)c1c(NC(=O)c2nc(SC)ncc2Cl)sc2c1CCCC2	·	12%	11%	·	47	·	4%
CCc1ccc(NC(=O)CN2C(=O)C(c3ccccc3)=NC23CCCCCC3)cc1	·	-2%	-4%	·	16	·	-2%
O=C(NC1CCCCC1)OCCN1CCN(Cc2ccccc2)CCC1=O	7%	?	·	·	13	28%	-4%
CCOc1ccc(NC(=S)N2C3CCCC2CC(NC(=O)C2CC2)C3)cc1 (stereo not given)	-5%	6%	13%	-2%	-12	19%	4%
CCOC(=O)c1cnc(Nc2nc3ccccc3o2)nc1CSC(=S)N(CC)CC	-2%	?	1%	43%[activator]	-64*	-19%	-2%
Cc1[nH][nH]c(=O)c1C(c1c(C)[nH][nH]c1=O)c1cn(C)c2ccccc12	-3%	0%	-6%	-9%	-14	1%	-6%
CSc1ncc(C(=O)Nc2ccccc2C)c(C)n1	1%	1%	2%	2%	?	-13%	-15%
COc1ccc(S(=O)(=O)N2CCCCC2)cc1NC(=O)COC(=O)c1ccco1	·	·	1%	6%[11.6 µM]	-2	-15%	·
COc1ccc(/C(O)=C2/C(=O)C(=O)N(c3ncccn3)C2c2ccc(F)cc2)cc1 (stereo not given)	1%	-5%	-9%	-8%	-14	-19%	5%
Cc1cc2nc(-c3ccc(NC(=O)c4ccc(OCC(C)C)cc4)cc3)oc2cc1C	·	17%	-13%	·	15	·	-2%
CC(C)(C)OC(=O)N1CCC(c2c(C(=O)NCCc3ccsc3)cnn2-c2ccccc2Cl)CC1	·	-7%	3%[15.4 µM]	·	0	·	-3%
C(=N\Nc1nn[nH]n1)/c1ccccc1	0%	-8%	1%	19%	-8	-21%	0%
CCOc1ccc(/C=N/Nc2cc(C)nc(N3CCOCC3)n2)cc1	8%	0%	-8%	-17%	25	-1%	-1%
CNC(=O)COC(=O)C1CCN(S(=O)(=O)c2ccc3c(c2)OCCO3)CC1	·	-4%	7%	8%	-12	4%	-6%
Cc1ccc(NC(=O)CSCc2cc(=O)n3cc(C)sc3n2)c(C)c1	0%	-11%	-8%	5%	-32	16%	-16%
CCC(=O)N1CCN(c2ccccc2NC(=O)c2ccc(OC)c(Cl)c2)CC1	0%	-11%	2%	-9%	-40	97%[activator]	-8%
COc1ccc(N(C)C(=O)Cn2c(=O)oc3ccccc32)c(OC)c1	-2%	0%	-4%	-2%	-21	-9%	6%
